LAP4-GFP MLPCN = modulators of LAP4-GFP expression in yeast, primary screen, S. cerevisiae, multiplex flow cytometry, MLPCN library. 3 h; median GFP as percent of DMSO wells. GFP response vs DMSO, % at 10 µM. hit rate 0.34% among 320,000;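 active = GFP response vs DMSO above a set limit, about the screen mean plus 3 SD, cut at about 150% in these data; inconclusive = under 70 cell events counted for the yeast strain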
EBNA-1 inhibitor = EBNA-1 DNA-binding inhibitors, primary screen, biochemical, fluorescence polarization | hit rate 0.34% among 300,000 | inhibition, % at 14.8 µM; in the data active = inhibition above about 28%
MEP2 TOR yeast = modulators of MEP2-GFP levels in yeast, primary screen, S. cerevisiae, multiplex flow cytometry, MLPCN library. GFP response vs DMSO, % at 10 µM. S. cerevisiae MEP2-GFP strain, 3 h; 100% = DMSO control level. AID 2016, 2009. hit rate 0.51% among 330,000;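 active = GFP response versus DMSO above a set limit, roughly screen mean plus 3 SD, cut at about 180% in these data; inconclusive = fewer than 70 cells counted for a yeast strain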;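 note: median GFP fluorescence of the barcode-gated MEP2-GFP cells per well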
procasp3 activ = activators of human procaspase-3 D3A mutant, primary screen, biochemical, absorbance, PC-3 D3A mutant, single concentration | recombinant procaspase-3 D3A, Ac-DEVD-pNA absorbance 405 nm | hit rate 0.11% among 330,000 | activation, % at 8.5 µM;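 active = activation above the mean of all tested compounds plus 3 SD, cut at about 21% in these data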;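 note: 0% = DMSO alone and 100% = DMSO wells spiked with extra 5 µM PC-3 D3A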
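System: Procaspase-3 D3A mutant. Medium: Zinc-free 300 mM NaCl, 50 mM HEPES, 0.01% Triton X-100. Schedule: 1 h preincubation plus 2 h reaction at 25 °C. Measured by: 405 nm absorbance of p-nitroaniline, reads at 0 and 120 min. Read-out: percent activation relative to control range.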
AHR act = AHR activators, primary screen, cell-based, luminescence, luciferase reporter, human. Aryl hydrocarbon receptor (Homo sapiens), P35869. AHR-responsive luciferase reporter cells. activation, % at 5 µM. hit rate 2.5% among 320,000; in the data active = activation above about 47%;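 note: 0% = vehicle wells and 100% = reference agonist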
RPL19A-GFP yeast = RPL19A-GFP expression modulators in yeast, primary screen, cell-based, S. cerevisiae, multiplex flow cytometry, MLPCN; S. cerevisiae RPL19A-GFP strain, 3 h; stronger effect = lower value; percent response vs DMSO, % at 10 µM; hit rate 0.3% among 330,000;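 active = percent response vs DMSO below 50%; inconclusive = fewer than 70 events counted for the yeast strain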;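 note: median channel GFP fluorescence of the barcoded RPL19A-GFP strain; ratio of sample median GFP to plate DMSO average so 100% = DMSO; lower means less RPL19A-GFP as with rapamycin TOR inhibition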
procasp7 counter = procaspase-7 activators, primary screen, counter-screen for procaspase-3 activator project, biochemical, absorbance, HTS, human; Caspase-7 (Homo sapiens), P55210; recombinant procaspase-7, Ac-DEVD-pNA absorbance 405 nm; D23A/D198A/D206A triple mutant, cannot self-cleave; scale: DMSO 0, 5 µM enzyme 100; activation, % at 8.5 µM; hit rate 0.093% among 330,000; AID 463210, 2010;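 active = percent activation above the screen-wide mean plus 3 SD, cut at about 25% in these data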
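signal = Epi-absorbance of released pNA at 405 nm, two timepoints | assay system = Uncleavable procaspase-7 mutant enzyme | reagent = Ac-DEVD-pNA substrate, 400 µM as added | times = 1 h enzyme–compound preincubation and 2 h substrate reaction, both 25 °C | benchmarks = low DMSO alone, high DMSO plus 5 µM PC-7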
ZTA DNA inh = blocks Epstein-Barr virus ZTA, an EBNA-1 counter-screen. AID 2234. hit rate 0.15% among 320,000. inhibition, % at 11 µM. ZTA-DNA binding, fluorescence polarization; in the data active = inhibition above about 33%
* hit, by the source's call; ? = inconclusive; . = not tested or not shown; [ ] = dose if it differs, or a comment.

| no. | molecule | LAP4-GFP MLPCN | EBNA-1 inhibitor | MEP2 TOR yeast | procasp3 activ | AHR act | RPL19A-GFP yeast | procasp7 counter | ZTA DNA inh |
| --- | --- | --- | --- | --- | --- | --- | --- | --- | --- |
| 1 | O=C(NCc1cccs1)C1CCC(CNS(=O)(=O)c2ccccc2)CC1 (stereo not given) | 95 | 0 | 95 | 8 | 4 | 97 | 12 | 12 |
| 2 | COc1ccc(CCNC(=O)[C@@H](NC(N)=O)C(C)C)cc1 | 91 | 0 | 96 | 9 | 0 | 95 | 4 | 6 |
| 3 | Cc1ccc2nc(-c3ccccc3)oc(=O)c2c1 | 96 | 9 | 98 | -2 | 0 | 101 | 7 | 10 |
| 4 | O=C(Nc1ccc(-c2noc(CCc3ccccc3)n2)cc1)c1ccco1 | 101 | -8 | 85 | -2 | 6 | 93 | 3 | 12 |
| 5 | O=C(Nc1ccc(F)cc1)N(Cc1cccs1)Cc1cc2cc3c(cc2[nH]c1=O)OCO3 | 89 | -2 | 94 | 2 | 54* | 105 | 4 | 5 |
| 6 | O=C1OC(Nc2ccc3c(c2)OCO3)c2ccccc21 (stereo not given) | 103 | 9 | 102 | -2 | 4 | 103 | -4 | -5 |
| 7 | Cc1ccc(NC(=O)c2ccc(=O)n(CC(=O)Nc3c(C)cc(C)cc3C)n2)cc1 | 102 | -7 | 104 | -5 | 19 | 104 | -2 | -17 |
| 8 | Cc1ccccc1CC(=O)N1CCN(C(=O)C2CCCO2)CC1 (stereo not given) | ? | 3 | ? | 1 | 0 | ? | 7 | 8 |
| 9 | Cc1cc(S(=O)(=O)N2CCOCC2)ccc1F | 97 | -5 | 101 | 4 | 1 | 103 | 6 | 0 |
| 10 | COc1cc(Nc2cc(C)nc3ncnn23)cc(OC)c1 | 100 | -3 | 106 | 3 | 8 | 98 | 1 | -5 |
| 11 | CC1(C(=O)O)Cc2ccccc2C(=O)O1 (stereo not given) | 114 | 3 | 107 | 2 | 2 | 108 | 8 | -5 |
| 12 | CCOC(=O)CSC1=C(C#N)C(=O)NC2(CCCCC2)S1 | 99 | -3 | 105 | -4 | -1 | 100 | 2 | 13 |
| 13 | COc1ccc(CCNC(=O)C2CCCN(S(=O)(=O)c3ccc(OC)cc3)C2)cc1 (stereo not given) | 92 | 5 | 105 | 6 | 0 | 104 | 1 | 13 |
| 14 | CC1CC(C)CN(C(=O)c2ccc(S(=O)(=O)N3CCCCC3)cc2)C1 (stereo not given) | 97 | -7 | 93 | 3 | 1 | 81 | -2 | -8 |
| 15 | COc1ccc(C(=O)OCC(=O)c2ccc3c(c2)NC(=O)CO3)cc1[N+](=O)[O-] | 127 | . | 119 | 4 | 2 | 112 | -1 | . |
| 16 | CC1CCN(S(=O)(=O)c2ccc3c(c2)CC(C)N3C(=O)C2CCC2)CC1 (stereo not given) | 93 | 8 | 90 | 9 | 0 | 91 | 1 | -9 |
| 17 | Cc1cc(C(=O)COC(=O)c2ccc(Cl)c(S(N)(=O)=O)c2)c(C)n1CC1CCCO1 (stereo not given) | 105 | -4 | 103 | -13 | 0 | 99 | -3 | 6 |
| 18 | O=C(NC1CCN(Cc2ccccc2)CC1)c1cn(-c2ccccc2)nc1-c1cccnc1 | 111 | 4 | 102 | 11 | 3 | 102 | 4 | -4 |
| 19 | COc1cccc(NC(=O)c2ccc(NC(C)=O)cc2)c1 | 104 | 10 | 109 | -4 | 5 | 103 | -2 | -16 |
| 20 | Cc1ccc(S(=O)(=O)N/N=C/c2ccc(OCC(=O)N3CCOCC3)cc2)cc1 | 105 | 3 | 104 | -4 | 0 | 95 | 3 | 11 |
| 21 | C/C(=N\O)C(=O)NCCN1CCCCC1 | 104 | 6 | 105 | 3 | -3 | 103 | -6 | 14 |
| 22 | O=C(Nc1ccc(N2CCOCC2)c(Cl)c1)c1ccccc1F | 112 | 6 | 118 | 13 | -10 | 108 | 5 | 3 |
| 23 | CC(=O)Nc1ccc(C(=O)OCc2ccc(Cl)c(Cl)c2)cc1 | 105 | 3 | 101 | -5 | 2 | 103 | -9 | -12 |
| 24 | OCCN(Cc1ccccc1)Cc1cccc(F)c1 | 101 | 17 | 112 | -3 | 2 | 86 | -8 | 11 |
| 25 | COc1cc(C=O)ccc1OCC(=O)N1CCCC1 | 100 | -13 | 94 | 4 | 1 | 95 | -9 | -8 |
| 26 | Cc1ccc(-c2cc(-c3ccc(F)cc3)c(C#N)c(N)n2)o1 | 93[may fluoresce violet] | -4 | 124[may fluoresce violet] | -16 | 4 | 109[may fluoresce violet] | -24 | 10 |
| 27 | c1csc(-c2ccn[nH]2)c1 | 97 | -17 | 101 | 6 | 6 | 101 | 9 | 4 |
| 28 | CC(C)c1ccc(S(=O)(=O)N2CCN(CC(=O)Nc3ccc4c(c3)OCO4)CC2)cc1 | 102 | 24 | 96 | -9 | 14 | 99 | -4 | -13 |
| 29 | CCOC(=O)C1=C(CSc2nc(CC)c(C)cc2C#N)OC(N)=C(C#N)C1c1ccc(OC)cc1 (stereo not given) | 102 | 4 | 97 | -15 | 4 | 95 | -23 | -5 |
| 30 | CCC(NC(=O)CCc1c(C)c2cc3c(-c4ccccc4)coc3cc2oc1=O)C(=O)O (stereo not given) | 94 | -1 | 100 | 1 | 1 | 104 | -5 | 10 |
| 31 | Cc1nn2c(=O)cc(CSc3nc4ccccc4[nH]3)nc2s1 | 96 | 3 | 96 | 10 | 2 | 95 | 6 | 9 |
| 32 | COc1cc(C2NC(=O)NC(C)=C2C(=O)OC2CCCC(C)C2)cc(Br)c1O (stereo not given) | 96 | -3 | 101 | -3 | -3 | 102 | -8 | 4 |
| 33 | CCN1CCN(CCNC(=O)c2ccc3c(c2)N(Cc2cccc(Cl)c2)C(=O)c2ccccc2S3=O)CC1 (stereo not given) | 93 | -5 | 94 | 5 | 1 | 98 | 1 | 0 |
| 34 | Cn1nnc2c(NCc3ccco3)nccc21 | 99 | -12 | 95 | -5 | 2 | 99 | -3 | 11 |
| 35 | COc1ccc(C2C(C#N)=C(N)OC3=C2C(=O)CC(C)(C)C3)cc1 (stereo not given) | 105 | -3 | 103 | 4 | 3 | 93 | 7 | -1 |
| 36 | CCn1nnnc1SCC(=O)c1ccc2c(c1)OCCO2 | 103 | 0 | 112 | -4 | 1 | 102 | 13 | -3 |
| 37 | O=C(O)CCC(=O)c1ccc2c(c1)CCCC2 | 117 | -3 | 110 | 2 | -2 | 103 | -6 | 1 |
| 38 | COc1cc(/C=C2/C(=N)N3OC(C)=CC3=NC2=O)ccc1OCCOc1ccc(C)cc1 | 97 | 7 | 108 | -14 | 3 | 94 | 3 | -1 |
| 39 | COc1ccc(-c2[nH]ncc2CN2CCCN(c3ccccc3)CC2)c(F)c1 | 91 | 6 | 92 | 5 | 0 | 92 | -2 | -7 |
| 40 | Cn1c(=O)[nH]c2c(Cl)nccc21 | 97 | -9 | 94 | 0 | -1 | 95 | 10 | -5 |
| 41 | O=C(NCc1ccc(F)cc1)c1ccc2c(c1)S(=O)(=O)c1ccccc1C2=O | 100 | 1 | 104 | -3 | 3 | 101 | 0 | -9 |
| 42 | CC(C)c1ccc(S(=O)(=O)NC2CCCC2)cc1 | 96 | -3 | 100 | 0 | -1 | 103 | -2 | -7 |
| 43 | O=C(O)c1ccc(N2C(=O)CC(SC(=NCc3ccc4c(c3)OCO4)Nc3ccc(F)cc3)C2=O)cc1 (stereo not given) | 98 | 0 | 97 | 6 | -1 | 97 | -4 | 2 |
| 44 | Cc1cccc(-n2ncc3c(NCc4ccco4)ncnc32)c1 | 104 | -3 | 95 | -11 | 3 | 97 | 9 | 10 |
| 45 | Cc1ccc(S(=O)(=O)N2CCOCC2)cc1NC(=O)COC(=O)c1cncc(Br)c1 | 90 | . | 88 | 1 | 0 | 92 | -3 | . |
| 46 | O=P(CCNCc1ccco1)(c1ccccc1)c1ccccc1 | 94 | -12 | 94 | -3 | 4 | 94 | -12 | 0 |
| 47 | Cc1cccn2c(CNCCSc3nccn3C)c(C(=O)N3CCCCC3)nc12 | 107 | 4 | 118 | -6 | 3 | 112 | 5 | -13 |
| 48 | COc1cccc2cc(C(C)=O)oc12 | 92 | -3 | 104 | 0 | 2 | 101 | -3 | -3 |
| 49 | O=C(Nc1ccccc1C(=O)N1CCCCCC1)c1ccccc1 | 103 | -1 | 89 | -8 | 2 | 97 | -6 | 5 |
| 50 | COc1cc(N=Cc2c(O)c3ccccc3oc2=O)c(OC)cc1Cl | 106 | -1 | 113 | 4 | 2 | 106 | 14 | -17 |

(more compounds)
| no. | molecule | LAP4-GFP MLPCN | EBNA-1 inhibitor | MEP2 TOR yeast | procasp3 activ | AHR act | RPL19A-GFP yeast | procasp7 counter | ZTA DNA inh |
| --- | --- | --- | --- | --- | --- | --- | --- | --- | --- |
| 51 | COc1ccc(CNC(=O)Nc2cc(C)cc(C)c2)cc1 | 115 | -22 | 94 | 7 | 9 | 101 | -2 | 1 |
| 52 | COc1cc2[nH]c3c(N4CCN(c5ccc(Cl)cc5)CC4)ncnc3c2cc1OC | 107 | 7 | 111 | 2 | 17 | 106 | 4 | 6 |
| 53 | O=c1[nH]n(-c2ccc([N+](=O)[O-])cc2)c(=O)c2ccccc12 | 105 | 4 | 104 | -2 | 1 | 99 | 4 | 0 |
| 54 | CCCn1nc2cc(C(=O)NCc3ccc(C)cc3)ccc2c1OCC | 107 | 7 | 90 | 5 | -3 | 101 | 4 | 5 |
| 55 | Cc1c(C(=O)NCCN2CCOC2=O)oc2c(F)cccc12 | 92 | 5 | 92 | 8 | 2 | 98 | 6 | 4 |
| 56 | CN(C)S(=O)(=O)N(CC(=O)N1CCOCC1)c1ccccc1 | 103 | 2 | 102 | 6 | 0 | 99 | 5 | 0 |
| 57 | CCCCn1c(Cl)nc2c1c(=O)n(C)c(=O)n2C | 107 | -4 | 102 | -5 | 0 | 100 | 4 | 2 |
| 58 | COc1cccc2cc(-c3nc(-c4cccs4)cs3)c(=O)oc12 | 97 | -9 | 97 | 17 | 48* | 95 | 65* | -3 |
| 59 | CN1C(=O)C(CC(=O)Nc2ccccc2)S/C1=N/c1nccs1 (stereo not given) | 95 | -12 | 99 | -1 | 6 | 107 | 2 | -13 |
| 60 | CN(CC(=O)Nc1cccc(F)c1)C(=O)c1ccc(NC2CC2)c([N+](=O)[O-])c1 | 116 | 0 | 101 | -3 | 1 | 99 | 8 | -5 |
| 61 | COc1ccc(NC(=O)Nc2ccc3c(c2)CCC3)cc1OC | 95 | -3 | 101 | 2 | 12 | 103 | -18 | 15 |
| 62 | CCCOc1ccc(C(=O)Nc2ccc3c(c2)OCO3)cc1 | 107 | -8 | 99 | 13 | 4 | 102 | 4 | 5 |
| 63 | Cc1[nH]c2ccccc2c1-c1ccc(Cl)nn1 | 85 | -5 | 86 | 10 | 18 | 83 | -3 | -4 |
| 64 | O=C(O)c1ccc2c(c1)N(Cc1ccccc1)C(=O)c1ccccc1S2=O (stereo not given) | 104 | -10 | 102 | 6 | 8 | 97 | 4 | 0 |
| 65 | CC(=O)N1CCN(c2ccc(NC(=O)c3cccc(Cl)c3Cl)cc2)CC1 | 99 | 4 | 107 | 6 | -1 | 100 | -10 | -5 |

Source: PubChem BioAssay
